Screening results from PubChem BioAssay.
Epigenetic reg: derepresses silenced GFP reporter in murine cells. AID 1865. Potency, µM (highest dose often 53.9 µM), for inactives: at the top dose GFP activation, usual class: activators. actives 0.2% (n = 280,000). murine LDR cells, GFP reporter derepression, 30 h; also: % of control where 0% means no effect; nearly all actives have a fitted effect of over 60% in size
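In this reporter-derepression format, murine cells bearing a silenced integrated CMV-GFP locus incubate with test compound (30 h, 37 C), then are washed and imaged; fluorescent objects of 20–120 um count as induced cells.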
SMN2 splice enh: SMN2 splice variant enhancement | Potency, µM (titrated, usually from 46.1 µM), for inactives: at the top dose activity change, positive = activation, most hits filed as activators | AID 1458 | HEK293 SMN2-luciferase splicing reporter, luminescence, 30-36 h | actives 2.8% (n = 210,000); also: % of control where 0% means no effect; nearly all actives have a fitted effect of over 55% in size
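qHTS luciferase splicing reporter: luminescence rises when SMN2 exon 7 is included in transfected HEK293 cells. Compound exposure lasted 30-36 h at 37C, with 4.5 mM final sodium butyrate as control, followed by a ONE-Glo read.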
NPSR antag: blocks cAMP signaling of the human neuropeptide S receptor; CHO-NPSR cells, cAMP TR-FRET, antagonist mode; Potency, µM (top dose mostly 38.3 µM), without a hit: at the top dose activity change, negative = inhibition, most hits filed as inhibitors; actives 1% (n = 220,000); Q6W5P4; also: % is scaled to controls: 0 for no effect and ±100 for the full control effect; nearly all actives have a fitted effect of over 50% in size; many of its hits are not listed in these tables
RGS12 GoLoco inh: inhibitors of human Gai1-RGS12 GoLoco interaction (red fluorophore); P63096; Gai1:RGS12 GoLoco peptide FP, rhodamine, 10 min; Potency, µM (doses to about 61.6 µM), for inactives: top-dose activity, negative = inhibition, most hits filed as inhibitors; actives 0.44% (n = 230,000); active = well fitted inhibition curve with a large enough effect, not every such curve was filed as active; inactive = no such curve, though single readings can be large or run the other way; also: % is scaled to controls: 0 for no effect and ±100 for the full control effect; nearly all actives have a fitted effect of over 30% in size; many of its hits are not listed in these tables
Luc counter: counter-screen: inhibitors of Kinase-Glo firefly luciferase; Q27757; actives 0.28% (n = 200,000); Potency, µM (titrated, usually from 38.3 µM), for the others: at the highest dose activity change, negative = inhibition, most hits filed as inhibitors; AID 1379; Kinase-Glo luciferase, ATP luminescence, 8 min; also: % is scaled to controls: 0 for no effect and ±100 for the full control effect; nearly all actives have a fitted effect of over 60% in size
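Compounds were added to a substrate mix at pH 7.2 (50 mM imidazole, 10 uM ATP, within the enzyme's linear range), followed by Kinase-Glo detection reagent; luminescence was measured after 8 minutes at ambient temperature.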
IMPase Li cell: IMPase inhibition in cells with lithium potentiation | actives 0.35% (n = 210,000) | Potency, µM (top dose mostly 59.4 µM), for inactives: at the top dose activity, negative = IMPase inhibition, actives largely listed as inhibitors | CHO-M1 cells, IP1 TR-FRET (IP-One), carbachol + lithium;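 also: IP1 builds up when IMPase is blocked and the TR-FRET signal falls; plate controls were basal vehicle for no effect and high inhibitor control for full effect; nearly all actives have a fitted effect of over 50% in size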
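Lithium-sensitised IP1 accumulation assay; M1-expressing CHO cells treated 30 min at 37C with compound. Competitive antibody detection by time-resolved FRET followed a 10 min room-temperature lysis step.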
KDM4E inh: JMJD2E (human) inhibition. JMJD2E catalytic domain, FDH-coupled NADH fluorescence (FDH is formaldehyde dehydrogenase). B2RXH2. AID 2147. actives 1.6% (n = 230,000). Potency, µM (doses to about 57.1 µM), without a hit: at the highest dose activity change, negative = inhibition, actives largely listed as inhibitors; active = well fitted inhibition curve with a large enough effect, not every such curve was filed as active; inconclusive = small, poorly fitted or top-dose-only effect, or another doubt; inactive = no such curve, though single readings can be large or run the other way;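 also: 0% = wells with enzyme and -100% = buffer wells without enzyme; nearly all actives have a fitted effect of over 50% in size; many of its hits are not listed in these tables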
Target sequence (B2RXH2 1-337 limits assumed): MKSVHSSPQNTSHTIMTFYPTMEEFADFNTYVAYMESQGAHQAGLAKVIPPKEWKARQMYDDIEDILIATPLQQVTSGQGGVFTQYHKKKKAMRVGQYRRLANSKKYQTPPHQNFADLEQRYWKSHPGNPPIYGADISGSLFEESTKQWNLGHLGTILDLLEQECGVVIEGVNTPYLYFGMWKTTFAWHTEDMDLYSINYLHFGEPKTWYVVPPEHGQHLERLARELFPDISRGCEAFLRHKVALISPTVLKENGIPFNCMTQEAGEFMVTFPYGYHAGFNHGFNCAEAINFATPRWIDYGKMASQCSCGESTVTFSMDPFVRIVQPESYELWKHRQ
RECQ1 inh: RECQ1 (human) helicase inhibition. P46063. Potency, µM (highest dose often 57.3 µM), without a hit: top-dose activity, negative = inhibition, usual class: inhibitors. RECQ1 DNA unwinding, red fluorescence kinetic read. actives 0.54% (n = 240,000);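 also: plate controls were vehicle for no effect and no enzyme for full effect; nearly all actives have a fitted effect of over 30% in size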
Target sequence (P46063 whole entry, looked up): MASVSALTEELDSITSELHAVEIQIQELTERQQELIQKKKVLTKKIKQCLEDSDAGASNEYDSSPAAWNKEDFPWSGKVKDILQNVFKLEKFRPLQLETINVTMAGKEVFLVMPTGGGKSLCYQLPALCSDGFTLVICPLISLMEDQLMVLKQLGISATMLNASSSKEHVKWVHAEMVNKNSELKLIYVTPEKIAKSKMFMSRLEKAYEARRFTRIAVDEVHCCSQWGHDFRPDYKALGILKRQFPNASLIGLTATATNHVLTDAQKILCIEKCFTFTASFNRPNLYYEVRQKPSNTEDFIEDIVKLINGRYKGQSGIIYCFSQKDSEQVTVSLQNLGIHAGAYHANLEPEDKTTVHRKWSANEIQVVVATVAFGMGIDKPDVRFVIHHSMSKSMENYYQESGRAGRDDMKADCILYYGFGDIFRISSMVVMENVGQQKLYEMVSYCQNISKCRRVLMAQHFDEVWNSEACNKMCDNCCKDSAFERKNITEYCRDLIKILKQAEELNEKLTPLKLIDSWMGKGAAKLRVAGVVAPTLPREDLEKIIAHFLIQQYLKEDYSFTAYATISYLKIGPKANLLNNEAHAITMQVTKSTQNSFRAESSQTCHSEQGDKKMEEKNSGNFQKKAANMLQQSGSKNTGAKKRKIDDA
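50 nM RECQ1T1 preincubated 15 min with compound in Tris pH 8.0 buffer with MgCl2, DTT, Tween-20 and 2.5 ug/ml poly(dI-dC); started with 200 nM TAMRA/BHQ-2 forked duplex and 2 mM ATP. Unwinding read as fluorescence (525/598 nm), two reads 2 h apart.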
* marks the source's active call; other numbers are inactive results; i = inactive; u = inconclusive; x = not tested or not shown; & = joins results of further samples; [ ] = dose if it differs, or a comment. Unless noted, calls follow the shape of the dose curve; as a rule, active = well fitted curve in the direction sought with a large enough effect; inconclusive = small, poorly fitted or top-dose-only effect, or another doubt; inactive = no such curve, though single readings can be large; an effect the other way counts as inactive or inconclusive. Potency is read from the fitted curve at half-maximal effect. A portion of the library. The share of hits here may be higher or lower than overall.

Below each compound – Epigenetic reg, SMN2 splice enh, NPSR antag, RGS12 GoLoco inh, Luc counter, IMPase Li cell, KDM4E inh, RECQ1 inh
COc1ccc(CC2NCC(O)C2OC(C)=O)cc1 (configuration not stated)
 : -0.2%, x, x, 11.5%, 2.7%, 6.6%, 1.2%, i
COc1ccc(-n2c(=O)[nH]c3ccccc3c2=O)c(OC)c1
 : -3.8%, 1.1%, -11.4%[46.1 µM], 0.2%, 1.5%, 15.9%[38.3 µM], -4.0%, -8.1%
CC1CC2(O)c3nonc3CCC2N1O (configuration not stated)
 : -1.0%, x, -6.7%[46.1 µM], 0.6%, -1.9%, -2.5%[38.3 µM], 2.6%, -0.4%
CCC(=NCc1cc(OC)cc(OC)c1)c1c(O)n(C2CCCCC2)c(=O)[nH]c1=O
 : 0.1%, x, u, 12.8%, x, x, 2.4%, i
CC(C)Oc1cccc(C(=O)C2CCCN(Cc3ccon3)C2)c1 (configuration not stated)
 : -0.5%, x, 7.1%, 6.5%, x, x, 7.8%, -3.5%
CCCCn1c(O)c(C=NC2CCCCC2N)c(=O)[nH]c1=O (configuration not stated)
 : 0.0%, -3.2%, -21.3%[46.1 µM], 11.4%, -1.2%, 16.2%[38.3 µM], -2.3%, -3.9%
CNC1[C@@H](O)C(OC2C(N)C[C@H](N)[C@@H](O[C@@H]3OC(C(C)O)C(O)C(O)C3N)C2O)OC[C@]1(C)O (some centres not stated)
 : -0.3%, -3.9%, x, 2.3%, -3.3%, -8.5%, -4.4%, -1.9%
Cc1ccc(CC(=O)N2CCN(Cc3ccccc3)CC2)cc1
 : -2.0%, u, 6.3%, -13.2%, -1.1%, 6.4%, -0.1%, -3.6%
COC(=O)C1=CCCN(C)C1
 : -0.1%, -11.7%, 6.1%[46.1 µM], 7.6%, -0.7%, 6.7%&14.0%&1.8%&8.7%&8.8%, 3.4%, 0.7%
CCCC(C)C1(CC)C(=O)NC(=Nc2ccc(OC)cc2)NC1=O (configuration not stated)
 : -0.6%, -6.9%, 2.4%, 4.8%, 3.0%, -1.7%, 4.8%, -1.2%
c1ccc2c(c1)OC[C@@H](C1=NCCN1)O2
 : 1.1%, -5.0%[20.6 µM], x, 7.0%, -1.3%, 17.1%&8.4%, 4.1%, i
Cc1ccc2c(c1)C1CN(C)CCC1N2C(=O)c1ccco1 (configuration not stated)
 : 0.0%, 0.6%, 22.9%[46.1 µM], -1.3%, -4.0%, -0.8%[38.3 µM], -3.2%, i
COc1ccc2c(c1)c(C(=O)CN1CCN(C)CC1)c(C)n2Cc1ccccc1
 : 4.7%, -6.9%, -4.1%[46.1 µM], -20.4%, -4.8%, 22.4%[38.3 µM], -14.4%, -5.6%
Cc1ccc(C(=O)n2cc(CCN3CCS(=O)(=O)CC3)c3ccccc32)cc1
 : 1.1%, -9.8%, -27.2%[46.1 µM], -6.1%, 1.5%, 0.9%[38.3 µM], -1.5%, i
CC(C)(c1ccc(OC[C@@H]2CO2)cc1)c1ccc(OC[C@H]2CO2)cc1
 : u, x, x, -6.3%, -2.3%, 23.9%, -13.3%, -8.3%
CN1CC(C(=O)c2ccc(F)cc2)C(c2c(F)cccc2Cl)C1 (configuration not stated)
 : -0.8%[10.1 µM], -5.3%, -5.9%, -3.9%, -1.4%, 8.0%, -6.9%, -0.5%
c1nc2nc3c(c(N4CCNCC4)n2n1)CCCC3
 : 0.0%, x, 16.5%, 7.0%, x, x, -0.4%, i
CN(C)C(=O)NC(O)C(Cl)(Cl)Cl (configuration not stated)
 : 5.9%, 6.8%, 4.0%[46.1 µM], 12.2%, 4.1%, 5.5%[38.3 µM], 9.8%, -10.9%
CN1CCN(c2ccc([N+](=O)[O-])c(SCCO)c2)CC1
 : -4.0%, 0.3%, 6.0%, 12.5%, -4.3%, 26.5%, -10.1%, -3.4%
CN(C)C(=O)Oc1cc(OC(=O)N(C)C)cc(C(O)CNC(C)(C)C)c1 (configuration not stated)
 : -2.3%, -21.0%, x, 4.6%, -4.8%, -3.3%, -0.8%, -3.7%
CCN1CCN(c2ccc([N+](=O)[O-])cc2C(=O)OC)CC1
 : -1.1%, x, -2.0%, 7.9%, -3.1%, 6.9%, 13.5%, -8.5%
Cc1cccnc1-n1c(-c2ccccc2)nc2ccccc2c1=O
 : -0.3%, -6.9%, -6.1%[46.1 µM], -7.3%, -1.2%, 5.6%[38.3 µM], -2.9%, i
CNC(=O)OCc1n(C)cc[n+]1C
 : u, -0.7%, -3.0%, 1.78µM*, -2.8%, 1.2%, u, -2.0%
CC(=O)Nc1ccc(S(=O)(=O)NC(CC(=O)N2CCC3(CC2)OCCO3)C(C)C)cc1 (configuration not stated)
 : -0.8%, -17.9%, -9.0%[46.1 µM], -3.2%, -3.2%, 7.6%[38.3 µM], 5.3%, -9.7%
Clc1nc(Cl)nc(Cl)n1
 : x, -29.2%, x, -8.9%, x, -5.1%, x, 0.5%
CCOc1ccc(OCC)c(NC(=O)CN2CCN(c3ccc(C)cc3C)CC2)c1
 : -2.0%, u, -9.9%[46.1 µM], 0.6%, 2.5%, 9.0%, u, -7.4%
Cc1cccc(-n2c(O)c(C=Nc3ccc(S(N)(=O)=O)cc3)c(=O)[nH]c2=O)c1
 : -2.2%, 13.2%, 14.5%, -1.7%, -2.5%, 1.2%, -10.8%, 8.7%
CN(C(=O)Oc1ccc([N+](=O)[O-])cc1)c1ccccc1
 : 0.1%, u, -4.3%, 0.3%, 1.4%, 0.2%, 9.5%, -2.8%
Cc1cc(-c2cc(C)c(N)c(C)c2)cc(C)c1N
 : x, 0.2%, x, -5.9%, x, 11.6%, x, -3.7%
COc1ccc(CCNCc2sccc2C)cc1OC
 : 1.1%, 11.4%, 7.7%, 25.1µM*, -3.7%, -5.4%, -4.3%, 9.5%
CN1C(=O)N(C)C(=O)C2(Cc3ccccc3N3CCCC32)C1=O (configuration not stated)
 : 1.2%, x, 7.3%, 4.9%, x, x, u, -3.1%
C[C@]12CC[C@H](OS(=O)(=O)O)CC1=CCC1C2CC[C@]2(C)C(=O)CC[C@@H]12 (some centres not stated)
 : -0.2%, -15.1%, 6.8%[46.1 µM], 8.2%, -2.4%, -8.2%, 1.4%, -2.5%
OCCNc1c2c(nc3ccccc13)CCCC2
 : 0.9%, -16.8%, 4.8%[46.1 µM], -2.6%, 1.5%, 5.9%[38.3 µM], 6.6%, 13.0%
CCCCOc1ccc(CN2CCN(CC)CC2)cc1
 : 4.9%, -18.1%, -2.4%[46.1 µM], -7.1%, 0.2%, 1.4%[38.3 µM], 8.7%, i
COc1cc(CN=C(C)c2c(O)n(C3CCCCC3)c(=O)[nH]c2=O)cc(OC)c1
 : 1.6%, x, 46.5%, 9.8%, x, x, -14.9%, -5.3%
O=C(O)COc1ccc(Cl)cc1Cl
 : 0.2%, -6.0%&3.5%&-0.9%, x, 7.4%&8.3%&5.1%, 2.2%, -3.0%&3.2%&-6.3%, -2.6%, -11.1%&-0.4%&-0.5%
Cc1c(C(=O)c2ccc3ccccc3c2)c2cccc3c2n1[C@H](CN1CCOCC1)CO3
 : 0.3%, x, x, 3.6%, 3.1%, 23.2%, 6.9%, -7.5%
O=[N+]([O-])c1ccc(N2CCNCC2)cc1N1CCCCCC1
 : -1.2%, -33.4%[inhibitor], -16.7%, 7.5%, -0.4%, 30.5%[activator], -3.6%, -9.1%
COc1ccc(N2C(=O)C(Cl)=C(N3CCN(Cc4ccccc4)CC3)C2=O)cc1
 : -1.6%, -6.3%, u, 7.8%, 0.7%, 13.0%[38.3 µM], 1.2%, -18.1%
COCC(=O)N1CCC2(CCCN(Cc3ccncc3)C2)CC1
 : x, -9.1%, x, -0.4%, -1.4%, 29.2%, x, i
CCCCN1C(=O)/C(=C/C=C/c2ccco2)C(=O)NC1=S
 : 1.1%, 18.0%, -20.7%[46.1 µM], 228.5%[activator], -1.0%, 0.5%, -26.3%, 14.1µM*
C=CCn1c(O)c(C(C)=NCCc2ccccc2)c(=O)[nH]c1=O
 : 0.0%, 3.0%, 1.6%[46.1 µM], 9.1%, 1.7%, 25.8%[38.3 µM], -9.5%, -3.5%
CCCC[n+]1cc(/N=C(\[O-])OC)on1
 : 0.9%, -14.1%, -9.9%[46.1 µM], 5.9%, 1.6%, u, -4.8%, -3.2%
C=C1[C@@H](C)[C@H]2[C@H](Cc3ccccc3)NC(=O)[C@]23OC(=O)/C=C/[C@H](O)CCC[C@@H](C)C/C=C/[C@H]3[C@@H]1O
 : 4.2%&-2.9%, -30.6%[inhibitor], 31.9%, 7.4%&9.1%, x, -9.0%, 16.8%, -2.8%&14.6%
CCC(=NCCN1CCOCC1)c1c(O)n(-c2ccccc2C)c(=O)[nH]c1=O
 : -1.6%, -6.0%, 9.8%[46.1 µM], 1.7%, -8.2%, 4.6%[38.3 µM], -21.4%, -2.2%

Quoted at random: 2 compounds from above, in no set order.
Below each compound – Epigenetic reg, SMN2 splice enh, NPSR antag, RGS12 GoLoco inh, Luc counter, IMPase Li cell, KDM4E inh, RECQ1 inh
CCCCN1C(=O)/C(=C/C=C/c2ccco2)C(=O)NC1=S
 : 1.1%, 18.0%, -20.7%[46.1 µM], 228.5%[activator], -1.0%, 0.5%, -26.3%, 14.1µM*
C=C1[C@@H](C)[C@H]2[C@H](Cc3ccccc3)NC(=O)[C@]23OC(=O)/C=C/[C@H](O)CCC[C@@H](C)C/C=C/[C@H]3[C@@H]1O
 : 4.2%&-2.9%, -30.6%[inhibitor], 31.9%, 7.4%&9.1%, x, -9.0%, 16.8%, -2.8%&14.6%

Given tab-delimited: 2 of the compounds above.
compound	Epigenetic reg	SMN2 splice enh	NPSR antag	RGS12 GoLoco inh	Luc counter	IMPase Li cell	KDM4E inh	RECQ1 inh
CN(C)C(=O)Oc1cc(OC(=O)N(C)C)cc(C(O)CNC(C)(C)C)c1 (configuration not stated)	-2.3%	-21.0%	x	4.6%	-4.8%	-3.3%	-0.8%	-3.7%
CCN1CCN(c2ccc([N+](=O)[O-])cc2C(=O)OC)CC1	-1.1%	x	-2.0%	7.9%	-3.1%	6.9%	13.5%	-8.5%
